Screening data (PubChem BioAssay)
mIDH1 inhibitor – qHTS for Inhibitors of mutant isocitrate dehydrogenase 1 (IDH1): qHTS; Isocitrate dehydrogenase [NADP] cytoplasmic (Homo sapiens), O75874; IDH1-R132H enzyme, NADPH consumption, diaphorase/resazurin fluorescence; Potency, µM (highest dose often 76.6 µM), for the others: at the highest dose activity change, negative = inhibition, usual class: inhibitors; 390,000 compounds, 0.093% hits; AID 602179, 2012; further: potency means the concentration at half of the fitted maximal effect; on the % scale 0 is the no-effect control and ±100 the full control effect; nearly all actives have a fitted effect of over 65% in size
Target sequence (O75874 whole entry R132H, stated change not applied): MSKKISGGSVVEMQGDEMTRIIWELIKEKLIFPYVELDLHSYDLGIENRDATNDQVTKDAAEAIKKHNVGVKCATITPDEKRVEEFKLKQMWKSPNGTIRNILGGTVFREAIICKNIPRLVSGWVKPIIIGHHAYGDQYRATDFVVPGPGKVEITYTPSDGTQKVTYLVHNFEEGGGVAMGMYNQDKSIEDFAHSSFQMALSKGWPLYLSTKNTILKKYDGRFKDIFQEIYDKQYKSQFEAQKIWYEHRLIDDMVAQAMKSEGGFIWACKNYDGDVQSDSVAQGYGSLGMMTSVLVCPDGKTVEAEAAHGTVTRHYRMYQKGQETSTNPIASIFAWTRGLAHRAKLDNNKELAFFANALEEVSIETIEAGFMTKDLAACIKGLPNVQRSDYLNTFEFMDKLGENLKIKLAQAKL
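IDH1-R132H (0.5 ug/mL dispensed) in pH 7.5 Tris buffer was preincubated 30 min with compound, then given a substrate mix of 0.016 mM NADPH and 2 mM alpha-KG for 80 min at room temperature; remaining NADPH was read by diaphorase/resazurin fluorescence.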
Glioma ERSR ind – qHTS for Inducers of the Endoplasmic Reticulum Stress Response (ERSR) in Human Glioma: qHTS; U87-MG GRP78 promoter luciferase reporter, 16 h; Potency, µM, for inactives: at the top dose activation, most hits filed as activators; 420,000 compounds, 0.02% hits; AID 602332, 2012; further: potency means the concentration at half of the fitted maximal effect; series mostly up to about 76 µM; % of control where 0% means no effect; nearly all actives have a fitted effect of over 35% in size
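Stably transfected U87-MG glioma cells carrying a GRP78-based luciferase sensor; 16 h compound incubation. Luminescence end-point read 10 min after Bright-Glo addition at room temperature.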
rTrxR1 inhibitor – qHTS Assay for Inhibitors of Mammalian Selenoprotein Thioredoxin Reductase 1 (TrxR1): qHTS | recombinant rTrxR1, NADPH fluorescence consumption, selenite substrate | Potency, µM (titrated, usually from 114 µM), without a hit: top-dose activity change, negative = inhibition, most hits filed as inhibitors | 390,000 compounds, 1% hits | AID 588453, 2011; further: potency means the concentration at half of the fitted maximal effect; on the % scale 0 is the no-effect control and ±100 the full control effect; nearly all actives have a fitted effect of over 65% in size
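Rat TrxR1 (90 nM in the dispensed reagent) was pre-reduced with 400 uM NADPH for 5 min at room temperature, then incubated with compound for 15 min. After 400 uM selenite was added, NADPH fluorescence (Ex 340/Em 450 nm) was followed for 8 min.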
RGS4 inhibitor – Inhibitors of Regulator of G Protein Signaling (RGS) 4: qHTS; AID 504845, 2011; Potency, µM (doses to about 114 µM), for the others: at the highest dose activity change, negative = inhibition, most hits filed as inhibitors; 390,000 compounds, 0.039% hits; Transcreener GDP fluorescence polarization, RGS4-accelerated GTP hydrolysis; Regulator of G-protein signaling 4 (Homo sapiens), P49798; further: potency means the concentration at half of the fitted maximal effect; on the % scale 0 is the no-effect control and ±100 the full control effect; nearly all actives have a fitted effect of over 75% in size; some results filed as inactive show a strong effect at the top dose
Target sequence (P49798 whole entry, looked up): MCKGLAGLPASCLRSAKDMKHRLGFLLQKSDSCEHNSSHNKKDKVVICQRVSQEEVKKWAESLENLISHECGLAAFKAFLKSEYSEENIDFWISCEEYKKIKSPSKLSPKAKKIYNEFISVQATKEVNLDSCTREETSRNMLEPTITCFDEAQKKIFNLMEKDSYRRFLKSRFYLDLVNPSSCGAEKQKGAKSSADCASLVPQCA
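MLSMR compounds (23 nl, pin-transferred) preincubated 10 min at room temperature with a 500nM (2x) first reagent, then RGS4 at 900nM (2x) plus Transcreener GDP mix added; fluorescence polarization (620/688 nm) read before and after 90 min at 30 °C.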
TrxR1 substrate – qHTS Assay for Substrates of Mammalian Selenoprotein Thioredoxin Reductase 1 (TrxR1): qHTS; purified TrxR1 substrate turnover, NADPH consumption readout; Potency, µM (highest dose often 114 µM), inactives show at the highest dose activity change, negative = substrate turnover; AID 588456, 2011; 390,000 compounds, 0.01% hits; further: potency means the concentration at half of the fitted maximal effect; on the % scale 0 is the no-effect control and ±100 the full control effect; nearly all actives have a fitted effect of over 50% in size
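Rat TrxR1, dispensed at 90 nM, was prereduced with 400 uM NADPH (final) for 5 min at ~22 deg C, then incubated with compound 15 min before 400 uM selenite. A first-read NADPH fluorescence drop versus no-compound background flagged substrates.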
Vif-APOBEC3G blk – qHTS for Inhibitors of Vif-A3G Interactions: qHTS; DNA dC->dU-editing enzyme APOBEC-3G (Homo sapiens), Q9HC16; HeLa A3G-eYFP + Vif (tagged APOBEC3G with the HIV-1 protein that degrades it), YFP fluorescence, overnight; 410,000 compounds, 0.076% hits; AID 602310, 2012; Potency, µM (doses to about 46.1 µM), without a hit: at the highest dose activity, negative = active, usual class: inhibitors;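 further: potency means the concentration at half of the fitted maximal effect; on the % scale 0 is the no-effect control and ±100 the full control effect; nearly all actives have a fitted effect of over 60% in size; hits raise eYFP signal because A3G escapes Vif-driven loss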
Target sequence (Q9HC16 whole entry, looked up): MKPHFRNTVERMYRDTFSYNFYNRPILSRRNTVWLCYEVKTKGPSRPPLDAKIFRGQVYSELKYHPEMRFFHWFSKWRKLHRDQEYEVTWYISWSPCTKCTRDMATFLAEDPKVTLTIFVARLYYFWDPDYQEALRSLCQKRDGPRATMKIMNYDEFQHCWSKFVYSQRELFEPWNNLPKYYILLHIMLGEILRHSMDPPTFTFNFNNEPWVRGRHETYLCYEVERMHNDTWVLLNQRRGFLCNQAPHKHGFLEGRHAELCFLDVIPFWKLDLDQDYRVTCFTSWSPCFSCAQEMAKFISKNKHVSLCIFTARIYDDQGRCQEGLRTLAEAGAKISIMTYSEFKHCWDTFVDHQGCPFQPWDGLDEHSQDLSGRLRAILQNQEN
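HeLa cells stably expressing Vif and C-terminally eYFP-tagged A3G, seeded overnight at 37 deg C, then exposed to compound by pintool overnight at 37 deg C. Rise in yellow fluorescence (Ex 488/Em 500-530, Acumen) marks blocked Vif-driven A3G degradation.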
Vif-A3F inh – qHTS for Inhibitors of Vif-A3F Interactions: qHTS; Potency, µM (doses to about 46.1 µM), without a hit: at the highest dose activity, negative = active; 390,000 compounds, 0.2% hits; HeLa A3F-eYFP + Vif (tagged APOBEC3F with the HIV-1 protein that degrades it), YFP fluorescence increase; further: potency means the concentration at half of the fitted maximal effect; % of control where 0% means no effect; nearly all actives have a fitted effect of over 65% in size
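Fluorescence increase (Ex 488/Em 500-530) after overnight compound treatment at 37 deg C flags inhibition of Vif-driven A3F-eYFP loss in stable HeLa A3F-eYFP/Vif cells seeded overnight beforehand.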
LDHA inh – qHTS assay for inhibitors of human lactate dehydrogenase | L-lactate dehydrogenase A chain (Homo sapiens), P00338 | purified LDHA, NADH/diaphorase-resazurin fluorescence; active compounds read low | activity change, % (values are at about 110 or 230 µM) | 480,000 compounds, 0.15% hits | AID 1347041, 2019; in the data active means activity change below about -30%; inconclusive means mostly about -25% to -30%;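 further: plate controls were DMSO wells for no effect and wells without enzyme for full effect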
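LDH5 2 nM; NADH 0.06 mM, pyruvate 0.2 mM; 200 mM Tris pH 7.4, EDTA, Tween-20; 5 min RT. Detection: diaphorase 0.133 mg/mL + resazurin 37 µM, fluorescence ex540/em590 at 0 and 20 min; normalized to enzyme-free and DMSO wells.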
USP1 inh – Inhibitors of USP1/UAF1: Primary Screen. Ubiquitin carboxyl-terminal hydrolase 1 (Homo sapiens), O94782. Potency, µM (series often up to 57.1 µM), inactives show at the highest dose activity change, negative = inhibition, usual class: inhibitors. recombinant USP1/UAF1, Ub-Rhodamine cleavage fluorescence. 390,000 compounds, 0.23% hits; further: potency means the concentration at half of the fitted maximal effect; on the % scale 0 is the no-effect control and ±100 the full control effect; nearly all actives have a fitted effect of over 60% in size; inactives centre near -12
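USP1/UAF1 complex (1 nM) preincubated 15 min at room temperature with compound, then Ub-Rho substrate (150 nM final) added. Kinetic fluorescence at 480/540 nm over 6 reads at 60 s intervals; 50 mM HEPES pH 7.8, 0.5 mM EDTA, 0.1 mg/ml BSA, 1 mM TCEP, 0.01% Tween-20.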
* hit, by the source's call; ? = inconclusive; . = no result given; & = joins results of further samples; [ ] = dose if it differs, or a comment. Unless noted, the call rests on the fitted dose curve; in most records, active means well fitted curve in the direction sought with a large enough effect; inconclusive means small, poorly fitted or top-dose-only effect, or another doubt; inactive means no such curve, though single readings can be large; an effect the other way counts as inactive or inconclusive.

SMILES	mIDH1 inhibitor	Glioma ERSR ind	rTrxR1 inhibitor	RGS4 inhibitor	TrxR1 substrate	Vif-APOBEC3G blk	Vif-A3F inh	LDHA inh	USP1 inh
Cc1ccc(NC(=O)C2CCN(c3nnc(C)c4c(C)n(-c5ccccc5)nc34)CC2)c(Cl)c1	-3%	-4%	26%	-4%	10%	5%	?	-8	-20%
OCCC1CN(Cc2ccon2)CCN1Cc1ccccc1 (stereo not given)	9%	-3%	18%[57.1 µM]	-22%	-16%[57.1 µM]	1%	-6%	0	-6%
S=c1[nH]nc(Cc2ccc(Cl)cc2)n1-c1ccc2c(c1)OCCO2	5%	-2%	-17%	-32%	2%	-6%	-2%	2	-20%
COc1cccc(COc2ccc3c(C)cc(=O)oc3c2)c1	1%	-2%	6%[57.1 µM]	4%	11%[57.1 µM]	0%	-24%	-3&-9	-16%
O=C(COc1ccc(F)cc1)Nc1ccccc1C(=O)OCc1cc(=O)n2ccsc2n1	-7%	-4%	2%[57.1 µM]	12%	-5%[57.1 µM]	2%	-3%	0	2%
O=C(O)Cc1ccc(O)cc1	-1%	-2%	-1%	-14%	-4%	-4%	7%	-5	-17%
CCC(CC)C(=O)NCCCCc1ccccc1	4%	-4%	-10%	4%	-5%	3%	-4%	2	1%
CCOCN(C(=O)Cn1cnc2cc(C)c(C)cc21)c1c(C)cccc1CC	3%	-5%	1%	-11%	1%	?	1%	-2	-15%
Cc1ccc(CSC2=Nc3sccc3C3=NC(=O)CN23)cc1	10%	3%	-18%	-30%	-2%	0%	-10%	0	-22%
CN(C)c1cccc(C(=O)OCC(=O)NCC2CCCO2)c1 (stereo not given)	-1%	-2%	14%[57.1 µM]	-28%	11%[57.1 µM]	-1%	2%	-3	-11%
COc1cccc(C(=O)N(Cc2nc(-c3cccc(C)c3)no2)C(C)C)c1OC	2%	-2%	26%[57.1 µM]	-4%	2%[57.1 µM]	-5%	-9%	2	-16%
CN(C)C(=S)N=c1ssc(=S)n1Cc1ccco1	0%	-6%	9%[11.4 µM]	?	4%[11.4 µM]	-27%	0%	-6	-8%
Cc1ccccc1CSCCNC(=O)CCSc1ccccc1	5%	-3%	35%	27%	4%	-3%	0%	-3	-4%
COc1ccc(NC(=O)CSc2nnc(Cc3cccn3C)n2-c2ccc(F)cc2)cc1	9%	-6%	15%[57.1 µM]	-12%	-9%[57.1 µM]	-1%	2%	1	-21%
O=c1n(Cc2ccccc2)nc2n1-c1ccccc1OC2	-7%	2%	-1%	0%	-5%	0%	4%	-1	-5%
COc1ccc(N2CCCn3c2nc2c3c(=O)n(CCc3ccccc3)c(=O)n2C)cc1	-2%	0%	1%	12%	-7%	-1%	0%	0	-5%
COC(=O)C1=C(C)N(CCc2ccc(OC)c(OC)c2)C(=O)C1	4%	-6%	-29%	-7%	-4%	-2%	6%	2	-24%
Cc1ccc(N(CC(=O)NC2CCCC2)C(=O)CCCC(=O)Nc2ccccn2)cc1C	1%	-2%	8%	-2%	7%	-4%	1%	-4	3%
CCn1c(CNc2ccccc2Cl)nnc1SCCN1CCCCC1	-1%	-6%	10%	6%	2%	2%	-1%	-7	-11%
O=C(CSc1nnc(-c2ccc(Br)cc2)o1)Nc1cccc2ccccc12	8%	17%	10%	-21%	0%	-10%	-6%	2	-6%
O=C(c1ccc2c(c1)N(Cc1cccc(Cl)c1)C(=O)c1ccccc1S2(=O)=O)N1CCC(Cc2ccccc2)CC1	-12%	-1%	-9%[57.1 µM]	7%	-14%[57.1 µM]	-6%	-4%	1	11%
COc1ccc(N2CCN(S(=O)(=O)CCNC(=O)COc3ccccc3OC)CC2)cc1	0%	0%	24%	-12%	-1%	-4%	2%	-1	-10%
COc1cccc(NC(=O)C(=O)NCc2ccncc2)c1	0%	0%	12%	-3%	2%	-8%	8%	0	-12%
Cc1nc(=O)c(-c2ccccc2)c(C)n1CCCO	-4%	-6%	-5%	-32%	0%	0%	.	-10	-6%
Cc1cc(C)c(O)c(-c2cc(C(=O)Nc3cccnc3)[nH]n2)c1	4%	6%	18%	6%	9%	-19%	-4%	-10	-4%
The list goes on:
SMILES	mIDH1 inhibitor	Glioma ERSR ind	rTrxR1 inhibitor	RGS4 inhibitor	TrxR1 substrate	Vif-APOBEC3G blk	Vif-A3F inh	LDHA inh	USP1 inh
N#Cc1cccnc1Nc1ccc(Cl)cc1	-4%	-3%	17%[57.1 µM]	-19%	7%	-4%	1%	-10	9%
Cc1ccc(-c2c3c(=O)n(C)c(=O)n(C)c3c3cnc4ccccc4n23)cc1	19%	-2%	24%	13%	14%	10%	2%	-12	-25%
CSc1ccc(S(=O)(=O)N2CCC(C(=O)Nc3ccccc3C(F)(F)F)CC2)cc1	-3%	-5%	11%	5%	1%	1%	4%	-4	-9%
COc1ccc(C2CC(=O)Oc3cc(C)c(Cl)cc32)cc1 (stereo not given)	2%[38.3 µM]	-4%&0%	8%	-2%	1%	-10%	-1%	0	-22%
O=C(CN1CCN(c2ccc(O)cc2)CC1)NC(=O)NCc1ccco1	7%	-4%	0%	-38%	4%	-2%	-2%	18	-15%
COc1ccc(CCNC(=O)c2nn(C)c3c2CSc2ccccc2-3)cc1OC	-11%	-6%	10%	-11%	-2%	-6%	4%	2	-21%
O=C(NNC(=O)[C@@H]1CCCC[C@@H]1C(=O)O)Nc1ccccc1	0%	2%	-4%[11.4 µM]	19%	4%[11.4 µM]	1%	3%	-6	-17%
Cn1c(CNC(=O)OC(C)(C)C)nnc1SCC(=O)N1CCOCC1	0%	-1%	2%	-11%	6%	-8%	-14%	4	-10%
O=C(O)c1cc(O)ccc1NC(=O)C(c1ccccc1)c1ccccc1	0%	-4%	12%	-11%	14%	1%	-14%	-5	-4%
N#CCC(=O)N/N=C1\CCCCC1C1CCCCC1 (stereo not given)	8%	-1%	-22%	31%	2%	0%	-1%	-5	-22%
O=C(Cn1nc(-c2ccc(Cl)cc2)c2ccccc2c1=O)Nc1cccc(Br)c1	.	.	2%	13%	0%	.	.	-11&-4	2%
C=CCOc1c2ccc(C(=O)N(CC)c3ccc(OC)cc3)cc2nn1C	-6%	1%	7%	8%	26%[57.1 µM]	0%	6%	0	-25%
O=C(c1cc2ccccc2o1)N1CCN(CCOc2ccccc2)CC1	2%	-1%	-27%	-35%	-15%	4%	1%	3	-20%
C[C@@H]1CN([C@@H](C)CO)C(=O)CCCn2nncc2CO[C@H]1CN(C)C(=O)c1cc(-c2ccccc2)on1	-6%	-3%	.	.	.	-1%	-1%	-4	?
Cc1ccc(C)c(CN2C(=O)CSc3ccc(C(=O)NCc4ccccc4)cc32)c1	0%	-1%	12%[57.1 µM]	-6%	6%[57.1 µM]	-1%	3%	4	9%
COc1cccc(COC(=O)c2ccc(-c3nnn(Cc4cccc(OC)c4)n3)cc2)c1	.	.	-1%	10%	-10%	.	.	-1	-22%
CCc1ccc(CN2C(=O)c3ccccc3C2C(=O)NCC2CCCO2)cc1 (stereo not given)	7%	-4%	15%	-22%	4%	-1%	10%	-3	?
Cc1ccc(-n2c(=O)c3ccccc3n(CC(=O)C(C)(C)C)c2=O)cc1	3%	-3%	-14%	0%	-7%	2%	-10%	-1	-21%
Cc1nn(CC2CCCCC2)c(N)c1-c1ccccc1	12%	2%	13%	8%	2%	3%	-10%	-1	-16%
Cc1ccccc1CNC(=O)C1CCC(=O)N(CC2CCCCC2)C1 (stereo not given)	8%	-3%	-6%	-11%	-2%	0%	5%	-1	-13%
COc1ccccc1CNC(=O)C1=CCN(S(=O)(=O)c2ccc(C)cc2)CC1	-5%	-2%	12%	-2%	-9%	0%	14%	-4	-6%
O=C1c2ccccc2S(=O)(=O)c2cc(C(=O)N3CCN(c4ccccc4)CC3)ccc21	1%	-2%	17%	12%	5%	-8%	7%	-2	-16%
O=C(NC1CCN(C(=S)NCc2ccco2)CC1)C12CC3CC(CC(C3)C1)C2	-3%	-2%	7%	-9%	3%	5%	-1%	1	-19%

This is a subset, so the mix of outcomes need not match the whole.
